High-throughput results deposited in PubChem by The Scripps Research Institute Molecular Screening Center.
TEAD-YAP inh – TEAD-YAP interaction inhibition; HEK-TIYL cells, TEAD-Gal4/YAP UAS-luciferase luminescence; inhibition, % at 9.12 µM; actives 1.4% (n = 640,000); AID 1259422; in the data active = inhibition above about 32%;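 also: 0% = median of test compound wells and 100% = reference inhibitor wells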
FBW7 activator – activators of human E3 ligase FBW7; AID 1259310; AlphaScreen FBW7–phospho-cyclin E peptide binding, activator screen; actives 0.13% (n = 650,000); normalized activity (activation), % at 26.1 µM; Q969H0; in the data active = normalized activity above about 1.9%;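 also: purified mutant Fbw7 with reduced substrate affinity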
GPR151 ag – activates the human receptor GPR151. actives 1% (n = 650,000). AID 1508602. PathHunter beta-arrestin GPR151 cells, luminescence. activation, % at 11.2 µM; in the data active = activation above about 4.9%;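 also: 0% = median of compound wells and 100% = cells with positive control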
Target sequence (Q8TDV0 whole entry, looked up): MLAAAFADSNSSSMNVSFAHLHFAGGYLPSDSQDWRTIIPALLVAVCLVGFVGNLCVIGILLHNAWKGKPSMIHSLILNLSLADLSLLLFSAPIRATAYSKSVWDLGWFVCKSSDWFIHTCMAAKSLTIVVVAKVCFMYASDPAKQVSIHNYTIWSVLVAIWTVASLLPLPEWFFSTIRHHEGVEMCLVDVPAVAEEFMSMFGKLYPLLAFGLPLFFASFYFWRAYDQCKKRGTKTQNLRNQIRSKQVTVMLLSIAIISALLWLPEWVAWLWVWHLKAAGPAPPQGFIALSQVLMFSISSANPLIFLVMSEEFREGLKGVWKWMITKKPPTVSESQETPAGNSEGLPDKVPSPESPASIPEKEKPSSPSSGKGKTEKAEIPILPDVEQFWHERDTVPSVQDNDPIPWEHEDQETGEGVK
MITF primary – inhibitors of human MITF; AID 1259374; AlphaScreen MITF homodimerization, bead proximity signal; actives 0.91% (n = 650,000); O75030; inhibition, % at 2.6 µM; in the data active = inhibition above about 50%;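 also: 0% = vehicle wells with protein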
Target sequence (O75030 whole entry, looked up): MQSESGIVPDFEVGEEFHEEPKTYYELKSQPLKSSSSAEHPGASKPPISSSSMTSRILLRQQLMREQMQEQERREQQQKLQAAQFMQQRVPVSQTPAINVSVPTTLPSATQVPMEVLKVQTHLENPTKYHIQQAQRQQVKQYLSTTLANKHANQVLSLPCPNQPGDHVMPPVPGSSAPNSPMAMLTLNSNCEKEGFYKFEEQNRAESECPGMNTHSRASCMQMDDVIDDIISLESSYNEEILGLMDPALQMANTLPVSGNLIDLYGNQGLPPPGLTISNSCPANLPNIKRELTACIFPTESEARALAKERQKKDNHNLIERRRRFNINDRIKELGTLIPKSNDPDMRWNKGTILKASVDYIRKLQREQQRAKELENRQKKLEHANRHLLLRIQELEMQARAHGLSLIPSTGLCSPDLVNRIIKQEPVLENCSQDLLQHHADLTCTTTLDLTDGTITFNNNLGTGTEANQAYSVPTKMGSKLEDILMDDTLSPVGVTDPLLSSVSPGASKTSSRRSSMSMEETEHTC
Numbers without * were called inactive; & = joins results of further samples. Rows are unselected (roughly 3.4% active in at least one column).

structure	TEAD-YAP inh	FBW7 activator	GPR151 ag	MITF primary
O=C(Nc1ccc2oc(-c3ccc(Br)cc3)nc2c1)c1ccc(Cl)cc1	3	0.7	-0.6	6
COc1ccc(C(=O)c2oc3cc(NC(C)=O)ccc3c2C)cc1	-3	0.1	-2.8	20
COc1ccc(NC(=O)c2ccc(F)c(S(=O)(=O)N3CC(C)CC(C)C3)c2)cc1 (centres undefined)	4	0.6	-0.6	20
O=C(Cc1cccs1)NC1(c2ccc3c(c2)OCO3)CCCC1	-4	0.1	-0.4	5
O=S(=O)(NCc1cccnc1)c1cccc2nonc12	-4	-0.1	-0.4	5
O=C(c1cccc(N2CCCC2=O)c1)N1CCCC(c2ccn[nH]2)C1 (centres undefined)	-16	-0.1	-0.7	-5
Cc1cccc(NC2=C(Cl)C(=O)OC2OC(=O)c2ccccc2)c1 (centres undefined)	-3	-0.4	-1.4	5
N#Cc1ccc(C(=O)Nc2ccc(Cl)cn2)c(F)c1	-34	0.1	0.2	14
Cc1ccc(CN2CCN3C(=O)[C@H](C)N(C)C(=O)[C@H]3C2)cc1C	8	-0.6	2.9	5
C/C(O)=C\C(N)=NC(=O)c1ccccc1	-4	0.0	-1.1	-7
COc1ccc(Cl)cc1C(=O)Nc1ccc2oc(=O)ccc2c1	-3	0.3	1.0	-8
c1ccc(-n2nnnc2SCCSc2nnnn2-c2ccccc2)cc1	9	0.4	0.2	6

(listing goes on)
structure	TEAD-YAP inh	FBW7 activator	GPR151 ag	MITF primary
CCCCOc1ccc(NC(=O)CS)cc1	11	0.0	0.0	5
O=[N+]([O-])c1ccc(Nc2nccs2)c([N+](=O)[O-])c1	59*	-0.1	-1.4	5
O=c1cc(CSc2nc3ccccc3c3nc(CCN4CCCCC4)nn23)nc2ccc(Br)cn12	-9	-0.2	-0.8	2
CN1C2CC(OC(=O)[C@H](CO)c3ccccc3)CC1C1OC12 (some centres undefined)	10	0.2	1.3	11
O=S(=O)(c1cccc2cccnc12)N1CCN(C(c2ccccc2)c2ccccc2)CC1	4	-0.1	-1.7	17
CCCN1CCN(C(=O)c2cccc3c2C(=O)N(Cc2cccnc2)C3)CC1	-1	-0.3	0.6	-13
COc1ccc(-c2nc(CN3C(=O)CSc4nc(C)cc(C)c43)c(C)o2)cc1OC	3	0.3	-2.1	17
CC(NC(=O)C1c2ccccc2Oc2ccccc21)C1CCCO1 (centres undefined)	8	-0.3	0.5	-17
COCCNC(=O)c1nnc(-c2cccc(Cl)c2)o1	-14	0.3	-0.6	-1
COc1ccc(N2C(=O)NC3CC2(C)Oc2c(OC)cc(Br)cc23)c(OC)c1 (centres undefined)	-4	-0.4	0.4	-5
CCOC(=O)Oc1ccc2oc(C)c(C(=O)OCCOC)c2c1	-12	0.1	-0.4	11
CC(=O)N/C(=C/c1ccccc1Br)C(=O)O	-2	0.0	0.5	-2

(more compounds)
structure	TEAD-YAP inh	FBW7 activator	GPR151 ag	MITF primary
Cc1[nH]c2ccccc2c1CCn1c2c(c(=O)[nH]c1=O)C(C(F)(F)F)(C(F)(F)F)N=C(c1ccc(F)cc1)N2	-4	0.1	0.7	5
O=C(NC1CCCCC1)c1cc2nc(-c3ccccc3)cc(C(F)(F)F)n2n1	-1	0.0	1.4	-14
O=S(=O)(c1ccccc1)n1c(SCc2c(F)cccc2F)nc2ccccc21	-102	0.4	-3.0	11
COc1ccc(-c2nn(-c3ccccc3)cc2/C=C/C(=O)Nc2nnc(C)s2)cc1OC	8	0.4	0.5	5
COc1cccc(C2Oc3nc(SC)nnc3-c3ccccc3N2C(C)=O)c1OC (centres undefined)	5	-0.1	0.7	-4
CCCOc1ccc(NC(=O)C2CC(=O)N(CC)C(=Nc3ccc(C)c(C)c3)S2)cc1 (centres undefined)	-3	0.1	7.3*	8
CCOC(=O)c1cccc(NS(=O)(=O)c2cc(C(=O)OCC)n(C)c2)c1	10	-0.1	1.3	12
CCC(c1nnnn1Cc1ccc(OC)cc1)N1CCN(c2ccccc2)CC1 (centres undefined)	-14	-0.1	0.0	2
COc1cc(=O)n2c(c1C(=O)N1CCCC1)CCN(CCC(C)c1ccccc1)CC2 (centres undefined)	-4	-0.3	0.1	8
COc1cccc(Nc2nnc(Cc3ccc(Cl)cc3)c(=O)[nH]2)c1	7	0.1	-0.9	11
CS(=O)(=O)N(CC(=O)Nc1ccc(Br)cc1)c1cccc([N+](=O)[O-])c1	-2	-0.3	1.0	8
CS(=O)(=O)CCC(C(=O)Oc1cccc2cccnc12)N1C(=O)c2ccccc2C1=O (centres undefined)	-7	-0.1	0.5	19

Further structures
structure	TEAD-YAP inh	FBW7 activator	GPR151 ag	MITF primary
COc1ccc(NC(=O)C2=C(C)C(=O)OC23CCC(C)CC3)c(OC)c1 (centres undefined)	-4	-0.6	-0.5	2
COc1ccc(N(C(C)C(=O)Nc2ccc(F)c(Cl)c2)S(C)(=O)=O)cc1 (centres undefined)	-1	0.0	-1.3	-11
COc1cc(OC)c(C2SCCN2C(=O)c2cc3ccccc3oc2=O)cc1OC (centres undefined)	-2	0.0	2.0	0
Cc1cnc(NC(=O)COc2ccc(Cl)cc2)s1	-38	0.1	-0.8	1
Cc1cc(/C=N\NC(=O)c2ccccc2O)c(C)n1-c1ccc(S(N)(=O)=O)cc1	0	0.3	-0.6	15
COc1cccc(-n2c(C)cc(/C=C3/NC(=O)N(c4ccccc4)C3=O)c2C)c1	9	0.1	2.2	19
CCCCCNC(=O)c1ccc(N2CCCC(C)C2)c([N+](=O)[O-])c1 (centres undefined)	1	0.2	0.8	17
Cc1ccccc1CNC(=O)c1n[nH]c2cc(-c3cn[nH]c3)ccc12	-65	0.1	-0.9	7
COC(=O)C1OC(c2ccccc2)OC1C(=O)OC (centres undefined)	2	0.0	1.1	2
CCOC(=O)C1(C)NC(c2cccs2)C2C(=O)N(C)C(=O)C21 (centres undefined)	5	0.8	0.1	-3
O=C(Nc1ccccc1)C1CC(=O)N(CCc2ccccc2)C(=Nc2ccc(F)cc2)S1 (centres undefined)	-5	0.3	-0.6	5
COc1ccc(CN2CCC(CO)(Cc3cccc(F)c3)CC2)cc1O	8	-0.2	-0.3	1

Only MITF primary, for some of the entries so far:
compound | MITF primary
CC(=O)N/C(=C/c1ccccc1Br)C(=O)O | -2
Cc1[nH]c2ccccc2c1CCn1c2c(c(=O)[nH]c1=O)C(C(F)(F)F)(C(F)(F)F)N=C(c1ccc(F)cc1)N2 | 5
O=C(NC1CCCCC1)c1cc2nc(-c3ccccc3)cc(C(F)(F)F)n2n1 | -14
O=S(=O)(c1ccccc1)n1c(SCc2c(F)cccc2F)nc2ccccc21 | 11
COc1ccc(-c2nn(-c3ccccc3)cc2/C=C/C(=O)Nc2nnc(C)s2)cc1OC | 5
COc1cccc(C2Oc3nc(SC)nnc3-c3ccccc3N2C(C)=O)c1OC (centres undefined) | -4

(further entries)
structure	TEAD-YAP inh	FBW7 activator	GPR151 ag	MITF primary
CCC(C)(C)NC(=O)CN(Cc1ccco1)C(=O)CCC(=O)Nc1nccs1	-8	0.0	-0.2	-4
Cc1cnc(Nc2cccc(N(C)C)c2)nc1NCc1cccnc1	5	0.1	0.5	25
CCOC(=O)C1CCN(C(=O)Cn2c(=O)oc3ccccc32)CC1	-3	0.0	-0.2	-4
COc1cc(/C=N/NC(=O)Cc2cccc3ccccc23)ccc1O	10	0.0	0.9	1
CCCCN(C)CCNC(=O)C1CCN(c2nc3ccc(OC)cc3s2)CC1	-17	0.0	0.7	2
O=C(CSc1cccc[n+]1[O-])Nc1ccc(S(=O)(=O)N2CCCC2)cc1	3	0.4	6.4*	-10
CN(C)c1ccc(C(CNC(=O)c2c(F)cccc2F)N2CCN(c3ccc(F)cc3)CC2)cc1 (centres undefined)	-17	0.1	1.8	15
O=C1N/C(=C/c2ccc(Br)s2)C(=O)N1c1ccccc1	-12	0.1	0.8	4
Cc1nc(Cl)c(C(=O)NC(=O)Nc2cccc(C(F)(F)F)c2)c(C)c1[N+](=O)[O-]	-2	0.0	2.3	4
N#CCc1cnn(-c2cccc(C(=O)Nc3ccc(N4CCOCC4)cc3)c2)c1	-33	0.2	3.3	4
COC(=O)C1=C(C)NC2=C(C(=O)CC(c3ccccc3)C2)C1c1ccc(O)c([N+](=O)[O-])c1 (centres undefined)	9&9	-0.2&-0.1	0.2&1.7	18&-5
CCc1cc2c(=O)c(-c3ccc4c(c3)OCCO4)c(C)oc2cc1OC(C)=O	-12	0.6	-1.2	-5

Structures from the list above that contain a cyano group (two):
structure	TEAD-YAP inh	FBW7 activator	GPR151 ag	MITF primary
N#Cc1ccc(C(=O)Nc2ccc(Cl)cn2)c(F)c1	-34	0.1	0.2	14
N#CCc1cnn(-c2cccc(C(=O)Nc3ccc(N4CCOCC4)cc3)c2)c1	-33	0.2	3.3	4

Additional structures follow.
structure	TEAD-YAP inh	FBW7 activator	GPR151 ag	MITF primary
CCOC(=O)c1c(NC(=O)CSc2nnc(CNC(=O)c3c(F)cccc3Cl)n2-c2cccc(C)c2)sc2c1CCC2	-2	-0.2	1.0	2
CCOC(=O)N1CCN(C(=O)c2ccc3c(=O)n(-c4cccc(C(F)(F)F)c4)c(=S)[nH]c3c2)CC1	-4	-0.1	-0.1	-6
O=C(Nc1ccc(Oc2ccccc2)cc1)c1ccc(Br)o1	-80	0.2	-1.4	-11
COc1cccc(CN2CCc3nnc(C(CC(C)C)NC(=O)c4ccco4)n3CC2)c1 (centres undefined)	0	-0.2	0.6	0
Cc1ccc(-c2nnc(Nc3ccc(Cl)cc3)c3ccccc23)cc1S(=O)(=O)N1CCCCC1	-8	0.0	0.2	7
COc1ccc(/C=N/NC(=O)c2ccn[nH]2)cc1	8	-0.1	-9.1	-8
Cc1cc2n(n1)C(c1ccc(O)cc1)Nc1ccccc1-2 (centres undefined)	6	-0.1	-0.9	2
CC(=O)N(/C=C1\Sc2ccccc2C1=O)c1ccc(C)cc1	70*	-0.5	-3.5	14
COCCn1c(=O)[nH]c2ncc(-c3ccco3)nc21	13	-0.5	-0.7	5
CCC/C(=N\NC(=O)C(C)C)c1ccccc1	-9	0.5	0.6	4
O=C(c1nc2ncccn2n1)N1CCc2c([nH]c3ccccc23)C1c1ccccn1 (centres undefined)	3	0.1	0.1	6
O=C(NCc1nnc(SCC(=O)N2N=C(c3cccs3)CC2c2ccc(F)cc2)n1-c1ccccc1)c1cccc(F)c1 (centres undefined)	8	0.2	-0.6	0

Compound profiles (already shown).
Cc1ccc(-c2nnc(Nc3ccc(Cl)cc3)c3ccccc23)cc1S(=O)(=O)N1CCCCC1 as listed: TEAD-YAP inh = -8; FBW7 activator = 0.0; GPR151 ag = 0.2; MITF primary = 7
O=C(Nc1ccc(Oc2ccccc2)cc1)c1ccc(Br)o1 as listed: TEAD-YAP inh = -80; FBW7 activator = 0.2; GPR151 ag = -1.4; MITF primary = -11
O=C(NCc1nnc(SCC(=O)N2N=C(c3cccs3)CC2c2ccc(F)cc2)n1-c1ccccc1)c1cccc(F)c1 (centres undefined) as listed: TEAD-YAP inh = 8; FBW7 activator = 0.2; GPR151 ag = -0.6; MITF primary = 0

Next results follow:
structure	TEAD-YAP inh	FBW7 activator	GPR151 ag	MITF primary
COc1cc(Nc2c(-c3ccc4c(c3)OCC(=O)N4)c(=O)c2=O)cc(OC)c1OC	-14	0.0	-0.4	2
Cc1cccc(N2CCN(C(=O)c3ccc(N4CC5CC(C4)c4cccc(=O)n4C5)c(NC(=O)c4ccc(C(C)(C)C)cc4)c3)CC2C)c1 (centres undefined)	13	0.0	0.0	-6
COc1ccc(CC(=O)NCCc2ccc3c(c2)CCCN3C)cc1	-4	0.0	-1.3	1
O=C(NC1CCCC1)c1cc(COc2ccc3ncccc3c2)on1	40*	0.0	1.1	-4
Cc1nc2c(c(=O)[nH]1)CN(C(=O)c1ccc3nc(C)[nH]c3c1)CC2	4	-0.1	-1.1	13
COc1ccccc1/C=C/CN1CCNC(=O)C1CC(=O)NCCn1ccc2ccccc21 (centres undefined)	-5	-0.1	-0.3	5
COCCn1c(=O)c2c(nc3n(-c4ccccc4C)c(-c4ccccc4)cn23)n(C)c1=O	6	0.1	-1.0	10
CC(C)c1ccc(NC(=O)CSc2ncnc3c2sc2ccccc23)cc1	19	-0.1	0.4	-2
CCC(C)NC(=O)CCCn1c(=O)[nH]c2cc(OC)c(OC)cc2c1=O (centres undefined)	0	-0.1	0.6	-12
Cn1c(CCNS(=O)(=O)c2cccc(F)c2)nnc1SCc1ccccc1	2	0.2	-0.5	2
Cc1ccc(NC(=S)N(CCCN2CCOCC2)Cc2cccs2)cc1	-4	-0.2	0.5	2
Cc1cc(NC(=O)COc2cccc(Cl)c2Cl)no1	-8	0.4	-0.5	-3

More records follow.
structure	TEAD-YAP inh	FBW7 activator	GPR151 ag	MITF primary
Cc1cc(=O)[nH]c(-n2[nH]c(C)c(Cc3ccccc3)c2=O)n1	2	0.0	-0.8	15
CCOc1ccccc1C1CC(=O)Nc2c1ccc1ccccc21 (centres undefined)	2	-0.1	-0.2	15
COc1ccc(CCNC(=O)Cn2ncc3c2-c2cc(C)ccc2OC3)cc1OC	-1	0.0	-0.5	5
O=C(COc1ccc(Cl)cc1CO)Nc1ccc(F)cc1	-18	-0.1	0.1	-4
O=C(Oc1ccccc1)c1cncc(Br)c1	5	-0.1	0.7	-6
CCOC(=O)c1ccc(NC2=NC(C)(C)Cc3ccccc32)cc1	-32	0.2	1.0	-6
